From PubChem BioAssay
PPARg SRC-3 ag: PPARgamma agonists recruiting SRC-3 coactivator, primary screen, biochemical; Peroxisome proliferator-activated receptor gamma (Homo sapiens), P37231; biochemical PPARgamma/SRC-3 coactivator recruitment assay; activation, % at 8 µM; 200,000 compounds, 0.26% hits; in the data active = activation above about 23%;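 also: 0% = DMSO and 100% = reference agonist; some compounds past the cut are filed as inactive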
Target sequence (P37231 whole entry, looked up): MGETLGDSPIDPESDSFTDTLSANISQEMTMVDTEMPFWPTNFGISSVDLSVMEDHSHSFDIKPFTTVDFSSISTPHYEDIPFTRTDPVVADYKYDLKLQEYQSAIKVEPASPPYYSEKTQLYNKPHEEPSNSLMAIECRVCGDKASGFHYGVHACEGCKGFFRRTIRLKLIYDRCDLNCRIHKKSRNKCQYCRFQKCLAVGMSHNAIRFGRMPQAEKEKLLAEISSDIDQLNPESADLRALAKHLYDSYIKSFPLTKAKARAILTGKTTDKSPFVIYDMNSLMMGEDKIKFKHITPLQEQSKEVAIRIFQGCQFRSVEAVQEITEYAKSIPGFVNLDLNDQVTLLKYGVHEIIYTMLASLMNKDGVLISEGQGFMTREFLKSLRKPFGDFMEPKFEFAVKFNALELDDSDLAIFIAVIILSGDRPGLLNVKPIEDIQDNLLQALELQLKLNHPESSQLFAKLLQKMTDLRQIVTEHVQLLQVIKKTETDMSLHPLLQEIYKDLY
Efa HMGR inh: inhibitors of E. faecalis class II HMGR, primary screen, biochemical, Enterococcus faecalis; HMG-CoA reductase (Enterococcus faecalis, mvaE); purified E. faecalis HMGR, NADPH absorbance 340 nm kinetic; inhibition, % at 10 µM; 190,000 compounds, 0.41% hits; AID 1066, 2008;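 active = inhibition above a set limit, the median over all tested compounds plus 3 SD, cut at about 9.5% in these data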;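 also: enzyme runs in reverse so mevalonate oxidation gives rising NADPH absorbance; 0% = complete reaction with DMSO and 100% = background rate lacking mevalonate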
bIAP activator: bovine intestinal alkaline phosphatase activators, primary screen, biochemical, bovine IAP, CDP-star luminescence; activation factor at 20 µM; 200,000 compounds, 0.17% hits; alkaline phosphatase, intestinal [Bos taurus]; purified bovine IAP, 30 min; active compounds read high; fold of DMSO-control signal, blank-subtracted;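 active = activation factor of 2 or more at 20 µM, a signal rise over negative controls twice the positive control's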
PPARg SRC2 recr: agonists of PPARg-SRC-2 recruitment, primary screen, biochemical, HTS; PPARgamma LBD-SRC-2 recruitment; Peroxisome proliferator-activated receptor gamma (Homo sapiens), P37231; activation, % at 8 µM; 200,000 compounds, 0.34% hits; in the data active = activation above about 22%;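 also: 0% = vehicle and 100% = reference agonist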
TNAP act hi DEA: TNAP activators at high phosphate acceptor level, primary screen, biochemical, luminescence, uHTS; 200,000 tested, under 10 active; activation factor at 20 µM; purified TNAP, CDP-star luminescence, 1 M DEA, 30 min; active compounds read high; 0 = EDTA background, 1 = DMSO-only activity; Alkaline phosphatase, tissue-nonspecific isozyme (Homo sapiens), P05186;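 active = activation factor at least 2 at 20 µM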
Target sequence (P05186 whole entry, looked up): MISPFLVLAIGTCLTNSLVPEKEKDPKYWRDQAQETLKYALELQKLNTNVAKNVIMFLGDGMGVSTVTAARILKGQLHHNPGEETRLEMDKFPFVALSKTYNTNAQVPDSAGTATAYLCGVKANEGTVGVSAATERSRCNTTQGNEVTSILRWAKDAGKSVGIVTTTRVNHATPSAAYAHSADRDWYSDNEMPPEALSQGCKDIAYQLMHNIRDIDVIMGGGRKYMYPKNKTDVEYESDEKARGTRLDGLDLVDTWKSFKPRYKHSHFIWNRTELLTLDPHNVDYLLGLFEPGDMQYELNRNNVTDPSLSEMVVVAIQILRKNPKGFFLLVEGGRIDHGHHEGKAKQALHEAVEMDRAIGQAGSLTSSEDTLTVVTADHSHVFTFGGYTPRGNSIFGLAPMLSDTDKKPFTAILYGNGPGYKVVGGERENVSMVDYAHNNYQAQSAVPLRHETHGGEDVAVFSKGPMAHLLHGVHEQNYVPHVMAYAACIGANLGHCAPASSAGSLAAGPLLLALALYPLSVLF
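Dosing: 20 µM single point. System: human TNAP. Amount: TNAP 1/800 final. Incubation: 30 min, room temperature. Read-out: TNAP activation factor scaled between EDTA and DMSO control wells. Signal: luminescence from CDP-star hydrolysis. Medium: 1 M DEA, pH 9.8, Mg2+, Zn2+. Control set: EDTA negative control, DMSO positive control.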
TNAP inh no acc: human TNAP enzyme inhibitors, primary screen, biochemical, luminescent, no phosphate acceptor, uHTS; purified TNAP, CDP-star luminescence, 30 min; Alkaline phosphatase, tissue-nonspecific isozyme (Homo sapiens), P05186; 200,000 compounds, 0.26% hits; inhibition, % at 20 µM; AID 1012, 2008;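 active = tissue-nonspecific alkaline phosphatase inhibition above about 50% at 20 µM in the single-dose screen, limit read from the data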;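 also: 0% = DMSO negative control and 100% = EDTA positive control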
bIAP inhibitor: bovine intestinal alkaline phosphatase inhibitors, primary screen, selectivity assay for TNAP inhibitor project, biochemical, bovine IAP, CDP-star luminescence; purified bovine IAP, 30 min; alkaline phosphatase, intestinal [Bos taurus]; AID 1019, 2008; inhibition, % at 20 µM; 190,000 tested, under 10 active;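 active = over 50% inhibition of intestinal alkaline phosphatase at 20 µM in the single-dose screen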
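Assay system: bovine IAP enzyme; medium: DEA buffer 100 mM, pH 9.8, with MgCl2 1.0 mM, ZnCl2 0.02 mM; doses: 20 µM single dose; incubation: enzyme reaction for 30 min at room temperature; detection: CDP-star luminescence signal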
TNAP inh hi DEA: human TNAP enzyme inhibitors, primary screen, biochemical, luminescent, high phosphate acceptor level, uHTS. purified TNAP, CDP-star luminescence, 1 M DEA. Alkaline phosphatase, tissue-nonspecific isozyme (Homo sapiens), P05186. inhibition, % at 20 µM. 200,000 compounds, 0.03% hits. AID 1135, 2008;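 active = over 50% inhibition of tissue-nonspecific alkaline phosphatase at 20 µM in the single-dose screen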;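 also: plate controls were DMSO wells for no effect and EDTA-quenched wells as full inhibition for full effect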
PPARg SRC1 recr: PPARgamma agonists recruiting SRC-1 coactivator, primary screen, biochemical. PPARgamma-SRC-1 coactivator recruitment biochemical assay. activation, % at 8 µM. 200,000 compounds, 0.41% hits. AID 631, 2007; in the data active = activation above about 19%;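 also: 0% = DMSO and 100% = reference agonist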
SRC2 TRFRET art: TR-FRET signal artefacts, primary screen, artefact control for PPARgamma SRC-2 agonist project, biochemical. TR-FRET artefact counter-screen; active compounds read high. TR-FRET ratio at 8 µM. 200,000 compounds, 0.4% hits; in the data active = TR-FRET ratio above about 2000; also: inactives centre near 1500
* marks the source's active call; other numbers are inactive results; / = no result given.

SMILES	PPARg SRC-3 ag	Efa HMGR inh	bIAP activator	PPARg SRC2 recr	TNAP act hi DEA	TNAP inh no acc	bIAP inhibitor	TNAP inh hi DEA	PPARg SRC1 recr	SRC2 TRFRET art
O=C(NCc1nc2ccccc2[nH]1)C1=C[C@H](c2ccc(Br)cc2)C[C@H](OCc2ccc(CO)cc2)O1	1.8	0.3	1	4.6	1.1	-20.4	-3.5	-12.5	-1.9	1552
CCOC(=O)c1cnn(C(=O)c2ccccc2)c1N	4.1	-5.2	1	-0.7	1	-12.6	-1.2	-4.0	-1.3	1570
Cc1cccc(Nc2nc(-c3ccncc3)cs2)c1	3.1	4.5	0.7	3.2	1	-10.7	29.2	-4.8	13.0	1579
COCCOC(=O)C1=C(C)N(Cc2ccccc2)C(=O)NC1c1cccc(OC)c1OC (centres undefined)	-0.3	1.7	1	-1.5	1.1	-11.0	3.3	-5.6	-3.6	1541
O=Cc1cccn1-c1ccc(O)cc1	3.2	-2.1	0.9	-3.9	1	-11.5	5.8	-3.7	5.0	1745
COc1cccc(NS(=O)(=O)CC23CCC(CC2=O)C3(C)C)c1 (centres undefined)	6.1	-7.0	0.9	-2.2	1.1	-15.3	8.9	-12.2	4.7	1522
O=C1CC[C@@H](CN(Cc2ccccn2)Cc2nc(Cc3ccccc3)no2)N1	-4.2	-1.7	1	-11.0	1.1	-12.1	0.3	-7.0	-4.6	1490
CCn1c(SCC(=O)NCCc2ccc(Cl)cc2)nnc1-c1cccs1	17.1	-3.7	1	3.1	1	-11.0	0.4	-1.8	4.4	1533
O=C(NCCCN1CCc2ccccc2C1)C1CCN(c2nnc(-n3cccc3)s2)CC1	2.8	-8.7	1	4.6	1.1	-21.6	-1.0	-5.3	8.4	1692
O=C(COc1cccc2cccnc12)NNC(=O)Nc1ccccc1	-0.7	-1.3	1.4	0.1	1	-118.3	-44.7	-3.2	-10.5	1477
COc1ccccc1N1CCN(S(=O)(=O)/C=C/c2ccccc2)CC1	6.9	-7.8	1.1	5.8	1	-2.6	-14.8	-4.6	0.4	1554
Cn1c(=O)c2c(ncn2CC(=O)N2CCN(c3ccccc3)CC2)n(C)c1=O	-6.7	-5.3	0.9	-2.3	1.1	-10.1	5.9	-5.6	5.9	1439
Cc1cc(CNC(=O)Cc2ccc(F)cc2)c2ccccc2n1	0.5	-4.0	0.9	-0.6	1	-12.2	6.5	0.0	-3.7	1417
CC(C)OCCCNC(=O)c1cc(Sc2ccc(F)cc2)nc2ccccc12	4.3	-4.7	0.7	-5.4	1	-6.4	26.5	-4.7	-0.1	1597
CC(=O)N1CCC2(CC1)C(C#N)=C(N)Oc1n[nH]c(C)c12	-2.8	-3.8	0.9	-4.9	1	-5.0	6.9	-2.7	-1.0	1646
Cc1nc2nc(C)n(-c3ccccc3)c2s1	10.1	4.6	1	12.3	1.1	-3.0	4.0	-7.7	8.9	1623
Cc1ccc(-c2nc3ncccc3o2)cc1NC(=S)NC(=O)c1ccco1	1.4	-1.2	0.9	1.7	1	10.7	5.1	1.0	-8.4	1512
O=C(COC(=O)c1cc(Cl)ccc1Cl)NCCN1C(=O)CSC1=O	4.7	-2.3	0.7	0.5	1	-22.7	27.5	-0.2	1.0	1576
CCn1ncc([C@@H]2C[C@H]3CN(Cc4cccc(Cl)c4)C(=O)[C@]34CCCN24)c1C	-4.6	-1.3	1.1	-0.8	1	-4.4	-7.7	-4.2	-3.0	1510
O=C(COc1ccc(NS(=O)(=O)c2ccc(F)cc2)cc1)N1CCOCC1	4.1	-0.4	1	-2.9	1	-5.7	-4.0	-3.6	3.5	1613
C/C(=N/O)c1ccc2c(c1)OCCOCCOc1cc(/C(C)=N/O)ccc1OCCOCCO2	-1.4	-3.2	0.9	4.7	1	-1.3	5.3	-2.5	-5.8	1578
COc1ccc(CN2C(=O)CCC2(C)C(=O)NC2CCCCCC2)cc1 (centres undefined)	-7.9	0.4	1	7.0	1.1	-15.5	2.1	-7.5	0.0	1484
O=C1CCCN1C(=O)CCC(=O)N1CCCC1=O	-2.5	-2.9	0.9	8.2	1.1	-8.3	5.4	-10.6	2.2	1454
CC(=O)N(c1ccccc1)C1SC(=O)N(c2ccccc2)C1=O (centres undefined)	1.1	-1.9	0.6	6.9	1	40.7	35.6	1.7	0.8	1680
Cc1cc([N+](=O)[O-])nn1CCCC(=O)NCc1ccccc1	2.7	-7.4	1	-13.3	0.9	-1.0	-1.6	7.8	-6.7	1612
Cc1cc2oc(=O)cc(CN3CCN(C/C=C/c4ccccc4)CC3)c2cc1O	-8.3	-11.3	1	-0.2	1	-8.9	-4.6	-4.0	3.1	1489
CC(=O)OCC(=O)N1N=C(c2ccc3ccccc3c2)CC1c1ccccc1 (centres undefined)	0.6	1.6	1	5.3	1	-6.4	-4.7	2.1	2.0	1538
CCOc1ccc(Nc2ncnc3ccc([N+](=O)[O-])cc23)cc1	1.7	-4.0	1	-0.3	1	1.7	0.9	1.6	-0.5	1481
CN(CC(=O)N1CCCc2c1c(=O)oc1ccc(O)cc21)Cc1ccccc1	3.9	-3.8	1	4.1	1	2.6	-3.9	-4.8	9.0	1693
COc1cccc(CC2(CO)CCCN(Cc3cn(C)c4ccccc34)C2)c1 (centres undefined)	3.3	3.3	0.9	-0.8	1	-3.2	5.6	-1.5	-4.8	1554
COc1ccc(CC(=O)OCC(=O)Nc2ccc3c(c2)OCCO3)cc1OC	3.8	-0.5	1	6.4	1	-6.3	-0.9	0.1	5.7	1638
COC(=O)N/N=C/c1cc(Cl)cc(Cl)c1OCc1ccc(F)cc1	-3.2	-4.2	1.1	-3.8	1	-7.4	-6.9	-2.1	-14.2	1548
Cc1cccc(C)c1NC(=O)c1cc(-c2ccccn2)nc2ccccc12	-0.4	0.1	1.1	1.4	1	-10.7	-8.7	-3.8	-1.7	1652
CC1CCC2(CC1)NC(=O)N(CC(=O)c1ccc[nH]1)C2=O (centres undefined)	14.0	-2.0	0.9	14.9	1.1	-13.0	13.7	-7.4	4.2	1686
COC(=O)c1ccc(N=NNc2ccc(C(=O)OC)cc2)cc1	3.4	-1.3	1.1	-3.0	1	-2.7	-10.1	-2.1	7.3	1574
CC(c1ccon1)N(C)C(=O)CCc1nnc(CCCCc2ccccc2)o1 (centres undefined)	3.1	-6.5	0.9	-6.0	1.1	-13.5	5.0	-6.0	4.7	1393
O=C(/C=C/c1cccc([N+](=O)[O-])c1)NC(=S)Nc1ccccc1C(=O)O	3.4	-1.1	0.9	10.4	1	4.7	11.7	-4.6	4.1	1505
O=C1CCC(C(=O)N2CCC(CO)(Cc3ccc(Cl)cc3)CC2)=NN1	1.3	4.2	1	10.6	1	1.2	-2.1	-0.4	3.6	1702
COc1ccc(-c2nc3c(Br)c(N)c(Br)cc3o2)cc1	-11.8	-4.0	0.4	-6.4	1.1	-6.2	/	-8.0	3.0	1616
COc1ccc(S(=O)(=O)NCC(=O)N(CC(=O)NC(C)(C)C)Cc2cccs2)cc1	1.0	-1.7	1	-4.1	1	-2.6	-4.1	0.9	1.9	1480

Two compounds from above, reduced to PPARg SRC-3 ag, bIAP inhibitor and TNAP inh no acc.
Structure | PPARg SRC-3 ag | bIAP inhibitor | TNAP inh no acc
COc1ccc(-c2nc3c(Br)c(N)c(Br)cc3o2)cc1 | -11.8 | / | -6.2
COC(=O)c1ccc(N=NNc2ccc(C(=O)OC)cc2)cc1 | 3.4 | -10.1 | -2.7

(continued)
SMILES	PPARg SRC-3 ag	Efa HMGR inh	bIAP activator	PPARg SRC2 recr	TNAP act hi DEA	TNAP inh no acc	bIAP inhibitor	TNAP inh hi DEA	PPARg SRC1 recr	SRC2 TRFRET art
O=[N+]([O-])c1ccc(NC(=S)N2CCOCC2)cc1	1.5	-1.5	0.8	3.8	0.9	3.2	19.9	5.4	1.1	1501
CC1=NN(C(=O)c2ccc(C)o2)C(O)(c2ccccc2)C1 (centres undefined)	0.5	0.2	1	-2.3	1	6.2	1.0	1.1	-2.6	1442
C=CCC(CC=C)(NC(=O)c1cccc(C)c1)c1ccccc1	1.6	-3.6	1	11.2	1	-11.9	4.6	-1.6	-2.1	1591
COc1ccc(-c2cc(-c3cc(C)ccc3O)[nH]n2)cc1	-1.8	0.1	1.1	7.5	1.1	-29.9	-10.0	-6.2	1.7	1529
Cc1ccc(C(=O)OCC(=O)Nc2cc(S(=O)(=O)N3CCOCC3)ccc2C)cc1	2.3	2.8	0.8	6.5	1	-8.0	15.7	0.4	5.0	1582
Cc1csc(-c2coc3cc(O)cc(C)c3c2=O)n1	7.1	-1.3	0.9	-2.6	1.1	2.3	5.6	-6.1	1.2	1473
Cc1cc(C)c(C)c(S(=O)(=O)NCCCN2CCOCC2)c1C	-0.7	-2.1	1	5.6	1	-5.2	-0.3	-1.9	7.4	1569
CC1CN(c2nnc(NC(=O)c3ccccc3)s2)CC(C)O1 (centres undefined)	7.5	2.4	0.9	13.8	1	-8.0	8.2	-4.1	14.3	1743
Cc1cc(C)c(C(=O)CN2C(=O)NC3(CCCCC3)C2=O)cc1C	0.5	-0.8	1.1	-4.3	1	-12.8	-6.3	-2.1	4.1	1303
Cc1nc2ccccc2n1CCCOc1ccccc1	0.6	-3.4	1.7	-12.5	1	-5.5	-67.0	-2.5	-5.9	1335
O=c1c([N+](=O)[O-])c(N2CCCCCC2)c2ccccc2n1-c1ccccc1	0.0	1.6	0.8	4.2	1	-3.4	15.4	-4.9	-1.7	1310
Cc1nn(-c2ccccc2)c(Cl)c1C(=O)Nc1nnc(C2CCCCC2)s1	12.9	0.3	1	8.9	1	0.8	-2.4	-3.0	7.8	1747
COc1cc(NC(=O)C2CCCN(S(=O)(=O)c3ccc4c(c3)oc(=O)n4C)C2)cc(OC)c1 (centres undefined)	7.2	-1.9	1	-1.5	1	-25.4	1.2	-4.8	-0.8	1712
Cc1noc(C)c1COc1ccc(C(=O)OCC(=O)NC23CC4CC(CC(C4)C2)C3)cc1	3.5	-5.5	1	9.8	1	-3.6	-0.9	-4.6	0.0	1534

Structures from the list above that contain an aryl thioether with sulfur outside any ring, in the order listed:
SMILES	PPARg SRC-3 ag	Efa HMGR inh	bIAP activator	PPARg SRC2 recr	TNAP act hi DEA	TNAP inh no acc	bIAP inhibitor	TNAP inh hi DEA	PPARg SRC1 recr	SRC2 TRFRET art
CCn1c(SCC(=O)NCCc2ccc(Cl)cc2)nnc1-c1cccs1	17.1	-3.7	1	3.1	1	-11.0	0.4	-1.8	4.4	1533
CC(C)OCCCNC(=O)c1cc(Sc2ccc(F)cc2)nc2ccccc12	4.3	-4.7	0.7	-5.4	1	-6.4	26.5	-4.7	-0.1	1597

Not a hit list; about 1.6% have a hit in one of these screens.
